Xi reactivation: activators of X-chromosome reactivation in mouse fibroblasts; XiGFP mouse fibroblasts, % GFP-positive cells imaging, 3 d; cells co-treated with 5-aza-dC sensitizer; scaled so ellipticine positive control = 100%; activation, % at 7.58 µM; 360,000 compounds, 0.055% hits; AID 743238;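 active = mean normalized replicate activation at least 10% and every replicate at or above 10%; inconclusive = only one of the two criteria met; inactive = mean below 10% and not all replicates reach 10%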;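 note: 0% = median of on-plate neutral control wells and 100% = ellipticine 6 µM median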
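Assay system: SV40-immortalized XiGFP fibroblast cells, line 68-5-11; buffer or medium: DMEM plus 5-aza-dC sensitizer; compound: one concentration, pinned; timing: compounds 3 days, fix/stain 15 min at room temperature; benchmarks: positive control ellipticine, 6 µM final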
E-selectin induc: E-selectin induction on HUVECs | P16581 | HUVEC E-selectin immunofluorescence imaging; normalized: neutral wells 0, TNF-alpha wells 100 | activation, % at 7.58 µM | 260,000 compounds, 0.37% hits | AID 686992;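 active = mean E-selectin-positive cell signal at least 10% of the positive control, reached in at least 60% of replicates, without over 20% cell loss; inconclusive = no rule given, readout overlaps actives, possibly toxicity-flagged; inactive = the rest, including those meeting only one limit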;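 note: in these data hits start at about 27%; measured in HUVEC primary endothelial cells; signal is the percent of cells scored E-selectin positive by PE staining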
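Read-out: % PE-positive cells | Test system: HUVEC | Doses: One compound dose added by pin transfer | Buffer or medium: EGM-2 over gelatin coat | Signal: Immunofluorescence imaging | Benchmarks: TNF-alpha, DMSO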
RAD52 anneal inh: inhibitors of human RAD52 DNA annealing; P43351; recombinant RAD52 DNA annealing, FRET fluorescence; inhibition, % at 18.7 µM; 360,000 compounds, 0.46% hits;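 active = every replicate showing at least 50% inhibition; inconclusive = mean inhibition at least 50% but not in every replicate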
GSIS activator: primary screen for activators of insulin secretion dependent on glucose, INS-1E cells, GLuc reporter luminescence; INS-1E GLuc reporter insulin secretion, 2-3 h; activation, % at 16.6 µM; 370,000 compounds, 0.61% hits; AID 743287;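 active = lowest replicate activation of at least 40%, so every replicate reaches that level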;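 note: 0% = median of neutral control wells and 100% = median of IBMX positive control wells; some compounds called inactive have numbers as strong as hits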
RAD54 branch: RAD54 (human) branch migration inhibition; Q92698; RAD54 Holliday junction branch migration, FAM/BHQ fluorescence; inhibition, % at 10.4 µM; 360,000 compounds, 0.14% hits; AID 602329;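 active = mean normalized replicate activity at least 40 and at least half of replicates scoring 40 or more; inconclusive = only one of the two criteria met; inactive = mean below 40 and under half of replicates reaching 40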;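 note: 0% = median of neutral control wells and 100% = median of positive control wells; inhibitors cause a drop in the FAM fluorescence signal; in these data hits start at about 50%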
Target sequence (Q92698 whole entry, looked up): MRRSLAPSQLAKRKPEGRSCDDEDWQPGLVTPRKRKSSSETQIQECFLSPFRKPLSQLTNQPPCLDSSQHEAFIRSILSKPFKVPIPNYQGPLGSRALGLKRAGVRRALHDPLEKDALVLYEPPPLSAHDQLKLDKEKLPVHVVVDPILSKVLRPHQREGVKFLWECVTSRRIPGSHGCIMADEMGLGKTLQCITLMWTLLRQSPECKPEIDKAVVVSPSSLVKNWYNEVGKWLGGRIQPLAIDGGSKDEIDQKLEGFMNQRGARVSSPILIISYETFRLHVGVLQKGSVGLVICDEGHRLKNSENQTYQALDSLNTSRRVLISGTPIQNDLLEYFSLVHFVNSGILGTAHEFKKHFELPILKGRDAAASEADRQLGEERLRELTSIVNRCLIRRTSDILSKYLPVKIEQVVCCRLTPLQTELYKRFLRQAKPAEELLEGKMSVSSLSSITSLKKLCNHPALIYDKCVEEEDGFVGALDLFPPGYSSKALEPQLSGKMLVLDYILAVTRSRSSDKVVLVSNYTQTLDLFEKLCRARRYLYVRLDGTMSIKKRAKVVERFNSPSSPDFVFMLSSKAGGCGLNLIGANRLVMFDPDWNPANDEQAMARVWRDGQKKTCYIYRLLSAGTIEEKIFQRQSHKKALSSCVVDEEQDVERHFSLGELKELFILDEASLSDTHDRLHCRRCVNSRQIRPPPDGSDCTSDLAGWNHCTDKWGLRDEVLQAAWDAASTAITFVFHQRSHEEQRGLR
Casp6 inh: caspase-6 (human) enzyme inhibition | P55212 | purified caspase-6, Z-VEID-R110 cleavage fluorescence | inhibition, % at 12.5 µM | 350,000 compounds, 0.53% hits;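 active = mean inhibition across replicates at least about 35%, with every replicate also reaching that limit, limit read from the data; inconclusive = only one of the two criteria met; inactive = neither criterion met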;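 note: 0% = median of neutral control wells and 100% = no fluorescence left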
Target sequence (P55212 24-179 limits assumed): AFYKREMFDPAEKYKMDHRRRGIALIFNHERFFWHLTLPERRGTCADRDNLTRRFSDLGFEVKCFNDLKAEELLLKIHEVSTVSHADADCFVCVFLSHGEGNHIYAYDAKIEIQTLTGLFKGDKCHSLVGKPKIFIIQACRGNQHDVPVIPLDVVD
Target sequence (P55212 194-293 limits assumed): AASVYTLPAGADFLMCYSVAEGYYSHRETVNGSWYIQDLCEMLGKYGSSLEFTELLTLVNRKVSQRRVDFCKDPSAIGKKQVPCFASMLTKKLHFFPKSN
F508del corr: CFTR F508del correction in bronchial cells; CFBE cells, YFP halide quenching; stimulated with forskolin plus potentiator P3; % fluorescence drop versus neutral controls; AID 720511; 350,000 compounds, 0.36% hits; activity (quench increase), % at 7.58 µM;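 active = mean added fluorescence quench of at least 8% versus neutral control, with both replicates also reaching 8%; inconclusive = only one of the mean or replicate conditions met; inactive = mean below 8% and not both replicates reaching 8%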;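 note: cells transiently co-express mutant CFTR-F508del with the halide-sensitive YFP; corrector assay measuring rescue of mutant channel to the surface after 24 h compound exposure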
DENV2 CPE rescue: inhibitors of DENV2 cytopathic effect | DENV2-infected cells, cytopathic effect rescue, plate reader | CPE inhibition, % at 9.99 µM | 350,000 compounds, 1.7% hits | AID 651640; in the data active = CPE inhibition above about 20%, passing the limit was not always enough; inconclusive = no clear call, values can overlap the other calls; tested in BHK-21 cells;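 note: 0% = median of neutral control wells and 100% = median of positive control wells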
Active calls of the source: *; ? = inconclusive; nt = no result given; & = joins results of further samples. Not a hit list (roughly 3.7% active in at least one column).

SMILES	Xi reactivation	E-selectin induc	RAD52 anneal inh	GSIS activator	RAD54 branch	Casp6 inh	F508del corr	DENV2 CPE rescue
C[C@H]1CN([C@@H](C)CO)S(=O)(=O)c2ccc(C3=CCCCC3)cc2O[C@H]1CN(C)C(=O)Nc1ccc2c(c1)OCO2	0.5	-0.2	16.8	-22.4	1.2	-1.0	0.6	4.2
Cc1nn2c(-c3ccccc3)ccnc2c1Br	0.1	0.0	-6.0	55.3	4.7	-1.6	-0.7	2.3
CCOc1ccc(CCNC(=O)c2ccc(CS(=O)Cc3ccc(Cl)cc3)o2)cc1 (centres undefined)	0.0	nt	-19.6	16.2	4.7	-0.4	2.1	0.6
COc1ccc(C(CNC(=O)c2oc3cc(C)c(C)cc3c2C)N2CCCCC2)cc1 (centres undefined)	0.1	0.1	-11.2	27.2	-3.1	-3.7	-2.3	?
COc1ccc(C(=O)Nc2c(N)nc(SCC(=O)NCC3CCCO3)[nH]c2=O)cc1OC (centres undefined)	0.3	-0.2	-16.9	10.3	4.4	-2.7	1.6	12.0
O=[N+]([O-])c1ccc2c(c1)C=C1CCCCC1(N1CCCCC1)O2 (centres undefined)	0.0	0.1	nt	-17.1	-9.0	nt	nt	nt
O=C(Nc1ccncc1)Nc1ccc(Cl)cc1	-0.1	-0.8	-11.8	-10.2	-7.7	-12.4	2.4	1.7
Cc1nc(CSc2ccc(Br)cc2)cs1	0.2	nt	3.5	25.5	-3.4	0.8	0.2	8.3
O=C(O)c1cc(S(=O)(=O)NC2CCCc3ccccc32)ccc1O (centres undefined)	0.0	nt	-11.9	13.7	6.6	7.1	-3.1	4.4
CCC1(c2ccccc2)C(=O)N=C(N)N(C#N)C1=O (centres undefined)	-0.1	1.7	-6.8	22.0	nt	0.7	1.4	3.5
CC(C)(C)OC(=O)NC1CC2CCCC(C1)N2Cc1ccccc1 (centres undefined)	0.1	nt	-22.4	0.8	3.0	-1.4	-0.2	5.3
Cc1cc(NS(=O)(=O)c2ccc(NC(=O)Cc3ccc([N+](=O)[O-])cc3)cc2)nc(C)n1	0.2	1.3	-0.4	-4.6	-2.2	-0.8	-1.3	7.4
O=C(C1CCN(S(=O)(=O)c2cccs2)CC1)N1CCN(Cc2ccccc2)CC1	0.0	nt	-10.6	12.4	nt	4.7	0.7	-1.8
Cc1ccc(O)c(Nc2ncnc3ccccc23)c1	0.0	nt	-8.4	-2.1	1.9	-0.6	-2.3	12.1
CCc1ccccc1NC(=O)CN1CCN(C(=O)c2ccc(OCc3cn4ccccc4n3)cc2)CC1	0.2	1.1	-14.5	-13.3	-0.6	-3.1	-3.8	-3.0
CCOC(=O)c1ccsc1NC(=O)CCS(=O)(=O)c1ccccc1	0.4	1.8	-19.8	14.4	-5.7	-5.2	-1.1	5.0
O=S(=O)(c1c(F)cccc1F)N1CCN(C(=S)NCc2ccc3c(c2)OCO3)CC1	0.1	nt	-16.5	-28.0	nt	2.6	-1.5	-1.2
CN1CCN(NC(=O)Nc2ccc(Br)cc2Cl)CC1	0.0	0.3	-5.1	24.7	-5.9	0.4	0.8	-4.6
CN(CC(=O)Nc1c(Cl)cccc1Cl)CC(=O)N1CCc2ccccc21	-0.2	-0.1	-15.4	14.9	-4.3	0.3	-0.5	1.5
C(#CC12CC3CC(CC(C3)C1)C2)CN1CCOCC1	0.2	4.9	-18.7	10.5	nt	0.7	0.6	1.2
CCS(=O)(=O)Nc1ccc2c(c1)C(=O)N(C)C[C@@H](OC)[C@H](C)CN(CC1CCCC1)[C@H](C)CO2	0.1	0.0	nt	-9.7	-7.8	nt	0.4	nt
Cc1ccc(CCNC(=O)C2CC(=O)N(CCc3ccccc3)C2)cc1 (centres undefined)	0.0	nt	3.7	nt	-6.4	-5.7	0.6	-2.8
Cc1ccc(NC(=O)CCS(=O)(=O)c2ccc3nc(C)sc3c2)c(C)c1	0.5	0.2	-13.1	9.4	-3.0	-1.9	0.5	?
CCC1CCCCN1C(=O)COC(=O)c1cncc(Br)c1 (centres undefined)	0.3	2.7	-2.4	20.3	-2.7	1.0	1.9	-3.8
CCC(=O)Nc1ccc2c(c1)OC[C@H](C)N(C(=O)CN(C)C)C[C@H](C)[C@@H](OC)CN(C)C2=O	0.0	0.0	-0.2	14.0	-7.4	0.4	-1.3	-7.2
Nc1nc(SCC(=O)N2CCN(c3ccccc3)CC2)n[nH]1	0.2	2.2	-4.4	7.2	5.1	-1.0	-3.3	12.7
C/C=C/c1ccc2c(c1)O[C@H](CN(C)C(=O)NCCC)[C@H](C)CN([C@H](C)CO)S2(=O)=O	0.6	-0.2	-1.3	-3.0	-7.1	0.7	1.3	-4.6
C[C@H]1CN([C@@H](C)CO)C(=O)Cc2cc(NC(=O)Cn3cnnn3)ccc2O[C@H]1CN(C)C(=O)Nc1cccc2ccccc12	-0.6	3.0	nt	15.2	-0.7	nt	-5.5	0.8
COc1ccc(OC)c(N(CC(=O)N2CCCC2)S(C)(=O)=O)c1	0.1	0.8	-3.4	nt	-3.1	-0.3	-1.3	9.0
CCCNC(=O)C(Sc1ccccc1)c1ccccc1 (centres undefined)	0.2	0.5	-8.3	0.4	4.9	0.9	nt	7.2
C/C(Cc1ccccc1)=N\NC(=O)CNC(=O)COc1cccc(C)c1	0.2	0.8	-5.3	-0.3	-2.6	0.0	-5.5	1.1
O=C(NCCc1c[nH]c2ccccc12)C1CCN(S(=O)(=O)c2ccc(F)cc2)CC1	0.0	1.6	-7.7	-23.4	-20.9	-1.3	-0.2	?
C[C@H](CO)N1C[C@H](C)[C@H](CN(C)CC2CC2)OCCCC[C@H](C)Oc2ccc(NC(=O)Nc3cccc4ccccc34)cc2C1=O	0.3	1.4	nt	0.8	-9.2	nt	-0.1	-0.1
O=C(C1CCCCC1)N1CC2(C1)[C@@H](c1ccccc1)[C@@H](CO)N2CCC(F)(F)F	0.1	0.1	-3.3	-4.0	nt	-1.4	3.1	19.9
O=C(c1cccc([N+](=O)[O-])c1)n1nc(-c2ccccc2)nc1NCc1ccccc1	0.8	1.3	nt	-27.0	-8.2	nt	nt	nt
N#Cc1ccc(-c2nc3ccc(Br)cn3c2Cc2cccc(F)c2)cc1	0.2	nt	-54.6	nt	0.0	-1.5	2.7	-6.7
C[C@@H]1CCCCO[C@@H](CN(C)C(=O)C2CCCCC2)[C@H](C)CN([C@H](C)CO)C(=O)c2cc(NC(=O)Nc3cccc4ccccc34)ccc2O1	0.3	0.5	0.2	4.5	1.8	0.1	0.3	23.3*
CCCOc1ccc(/C=N/NC(=O)CSCc2ccc([N+](=O)[O-])cc2)cc1OCC	0.0	nt	3.3	0.9	3.9	-2.6	-0.7	-4.2
COc1ccc(-c2ccc(C3[C@@H]4CN(Cc5cc(OC)cc(OC)c5)C[C@H]3N4)cc2)cc1 (some centres undefined)	0.0	-0.2	66.4*	3.0	nt	1.0&2.6	-2.6&-7.2	-4.2&0.0
Cc1c(C(=O)N2c3ccccc3CC2C)oc2ccccc12 (centres undefined)	0.0	4.6	-17.3	nt	10.7	-0.7	1.2	-3.4
Cc1ccc(S(=O)(=O)N(C)C[C@@H]2Oc3ccc(NC(=O)c4ccncc4)cc3CC(=O)N([C@@H](C)CO)C[C@@H]2C)cc1	-0.1	0.0	-4.5	-15.2	-10.4	-0.5	4.1	56.8*
COc1cc2c(cc1OC)CN(S(=O)(=O)c1ccccc1F)CC2	0.1	0.0	-72.6	6.7	2.7	-1.1	2.5	-2.9
O=C(NCC(=O)N(Cc1ccc(F)cc1)C(C(=O)NC1CCCC1)c1ccco1)c1ccco1 (centres undefined)	nt	nt	-7.7	-17.0	1.5	0.5	nt	nt
CCCNC(=O)N1CCC2(CC1)CN(Cc1ccccn1)[C@H](CO)c1c2c2ccc(OC)cc2n1C	0.0	0.9	-133.1	-11.9	nt	-1.5	1.5	-2.1
Cc1cccc(N2N=C(C(=O)OCC(=O)c3ccccc3)CCC2=O)c1	0.1	-0.4	-26.0	17.2	-3.0	-2.2	6.8	3.4
COc1ccc(NC(=O)N(C)C[C@H]2OCCCC[C@H](C)Oc3ccc(NC(=O)NC4CCCCC4)cc3C(=O)N([C@@H](C)CO)C[C@H]2C)cc1	0.0	nt	2.1	-0.2	3.2	-1.6	-1.3	-6.6
O=C(COc1cccnc1[N+](=O)[O-])N1N=C(c2ccc(Cl)cc2)CC1c1ccco1 (centres undefined)	0.1	nt	-9.7	-2.4	nt	-1.7	2.3	nt
Cc1nc(SCC(=O)O)c(C#N)c2c1CCCC2	0.0	nt	-24.3	-8.1	-3.1	39.1*	-0.3	-4.3
C[C@@H]1CCCCO[C@H](CN(C)C(=O)NC2CCCCC2)[C@@H](C)CN([C@H](C)CO)C(=O)c2cc(NC(=O)Cc3ccccc3)ccc2O1	0.2	-0.2	-36.0	-11.2	1.6	0.9	-2.2	-2.7
CC(C)NC(=O)Nc1ccc2c(c1)C(=O)N([C@@H](C)CO)C[C@@H](C)[C@H](CN(C)Cc1ccc3c(c1)OCO3)OCCCC[C@@H](C)O2	4.1	nt	nt	-0.4	0.9	nt	-0.7	?
C#CCNc1c2c(nc3nnnn13)CCCC2	0.1	3.4	-7.7	11.1	-3.0	2.5	-0.4	-8.4
COc1ccc(-c2cc(C(=O)Nc3ccccc3O)c3ccccc3n2)cc1OC	0.1	nt	-17.4	6.3	nt	1.9	-1.1	-1.2
COc1ccccc1-c1cnc2c(c1)C(=O)N([C@H](C)CO)C[C@@H](C)[C@H](CN(C)Cc1cccnc1)O2	0.1	0.4	17.2	-14.2	4.2	-1.0	3.4	26.5*
NC(=O)C(=O)N/N=C/c1c[nH]c2ccc(Br)cc12	0.0	nt	-20.9	8.1	nt	2.6	3.3	-12.0
Cc1cccc(C)c1NC(=O)C(=O)NCC1CCCN1S(=O)(=O)c1ccccc1 (centres undefined)	-0.1	nt	-7.5	-1.0	-7.1	0.5	2.6	-0.5
CN(C(=O)COC(=O)CN1C(=O)c2ccccc2C1=O)c1c(N)n(Cc2ccccc2)c(=O)[nH]c1=O	0.0	0.4	-14.2	-10.2	-0.1	10.6	1.6	-5.3
CCOc1ccc(NC(=O)N(C2CCCCC2)C2CCN(C(C)=O)CC2)cc1	0.2	-0.3	-28.1	3.1	-0.8	1.4	1.6	-7.5
Cc1ccc(SCCN2CCC(C)CCC2=O)cc1 (centres undefined)	0.1	0.6	-12.6	-14.3	-15.8	0.6	-2.5	17.4
CO[C@H]1CN(C)C(=O)c2cc(NC(C)=O)ccc2OC[C@@H](C)N(CC2CC2)C[C@@H]1C	0.4	-0.2	-1.9	-10.6	3.8	-0.6	-1.0	17.6
